Runt-SMMHC FRET – inhibitors of human RUNX1 Runt domain binding to CBFb-SMMHC | hit rate 0.74% among 220,000 | AID 1434 | inhibition, % at 20 µM | Q01196+Q13951 | Cerulean-Runt/Venus-CBFb-SMMHC FRET ratio 530/480, 1 h;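 active = mean inhibition across duplicate retests at 20 µM reaching about 50%, limit read from the data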;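 also: 0% = DMSO wells and 100% = wells with excess untagged CBFb-SMMHC; inhibitors lower the FRET ratio by blocking Runt binding to CBFb-SMMHC; some results filed as inactive read as strong as hits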
14-3-3 Bad PPI – disrupts binding of bovine 14-3-3 zeta to phospho-Bad peptide | P63103 | TR-FRET 14-3-3zeta/Dy647-pBad peptide displacement, 1 h | inhibition, % at 21.7 µM | hit rate 0.71% among 220,000 | AID 781;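 active = inhibition above about 70%, limit read from the data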;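 also: 0% = full 14-3-3 plus peptide FRET controls and 100% = background without 14-3-3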
Target sequence (P63103 whole entry, looked up): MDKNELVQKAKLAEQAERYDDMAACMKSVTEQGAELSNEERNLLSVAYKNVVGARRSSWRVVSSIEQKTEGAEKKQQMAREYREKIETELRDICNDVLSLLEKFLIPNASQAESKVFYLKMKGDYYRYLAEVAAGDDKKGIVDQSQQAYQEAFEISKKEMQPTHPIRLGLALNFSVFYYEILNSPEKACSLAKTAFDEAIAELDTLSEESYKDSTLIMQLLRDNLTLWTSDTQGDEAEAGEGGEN
Thrombin inh – blocks human thrombin protease activity; P00734; alpha-thrombin, Boc-VPR-AMC fluorogenic substrate cleavage; inhibition, % at 5 µM; hit rate 0.26% among 220,000; AID 1046;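 active = inhibition at or above 40%; inactive = inhibition below 40%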;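 also: 0% = enzyme with no compound and 100% = wells without enzyme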
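Assay system: human alpha-thrombin enzyme. Reagent: Boc-VPR-AMC substrate, 15 µM final. Compound dosing: one concentration per compound, 5 µM, with 0.2% DMSO. Incubation: room-temperature reaction. Technique: AMC fluorescence, 355/460 nm. Measure: % inhibition relative to enzyme controls and enzyme-free blanks.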
Runt-CBFb FRET – Runt domain-CBFb interaction inhibition. Q01196+Q13951. Cerulean-Runt/Venus-CBFb FRET ratio 530/480, 1 h. inhibition, % at 20 µM. hit rate 0.46% among 220,000;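 active = inhibition over about 50% at 20 µM in the single-dose screen, limit read from the data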;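 also: 0% = DMSO wells and 100% = excess unlabeled CBFb competitor control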
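Schedule: protein complex preformed 1 h, compound exposure 1 h, room temperature, dark; test system: Cerulean-labeled Runt domain protein; amount: 100 nM per protein; buffer or medium: Tris 50 mM pH 7.5, KCl, K2SO4, 0.01% BSA; read-out: loss of energy transfer signal; detection: FRET fluorescence; controls: 5 µM unlabeled CBFb as full-inhibition high control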
FXIIa inh 1536 – inhibitors of human coagulation factor XIIa | hit rate 0.3% among 220,000 | AID 800 | inhibition, % at 5 µM | P00748 | purified FXIIa, Boc-QGR-AMC fluorogenic substrate, 2 h; in the data active = inhibition above about 40%;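 also: 0% = enzyme with no compound and 100% = blank without enzyme; many of its hits are not listed in these tables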
Hck Nef HTS – blocks Nef-activated human Hck kinase. AID 463187. Recombinant Hck-YEEI plus Nef, Z-Lyte FRET kinase assay. P08631. inhibition, % at 20 µM. hit rate 0.68% among 220,000;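 active = Hck-Nef kinase inhibition above about 50%, limit read from the data; inactive = inhibition below that limit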;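 also: 0% = DMSO with Hck plus Nef and 100% = Hck alone without Nef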
FXIa inh – blocks human coagulation factor XIa protease activity. AID 798. hit rate 0.14% among 220,000. inhibition, % at 5 µM. purified FXIa, Boc-Glu-Ala-Arg-AMC fluorogenic substrate. P03951;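 active = inhibition of at least 40%; inactive = inhibition below 40%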;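 also: fluorescence of freed AMC excited at 355 nm; 0% = enzyme without compound and 100% = no enzyme blank; many of its hits are not listed in these tables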
Target sequence (P03951 19-387 limits assumed): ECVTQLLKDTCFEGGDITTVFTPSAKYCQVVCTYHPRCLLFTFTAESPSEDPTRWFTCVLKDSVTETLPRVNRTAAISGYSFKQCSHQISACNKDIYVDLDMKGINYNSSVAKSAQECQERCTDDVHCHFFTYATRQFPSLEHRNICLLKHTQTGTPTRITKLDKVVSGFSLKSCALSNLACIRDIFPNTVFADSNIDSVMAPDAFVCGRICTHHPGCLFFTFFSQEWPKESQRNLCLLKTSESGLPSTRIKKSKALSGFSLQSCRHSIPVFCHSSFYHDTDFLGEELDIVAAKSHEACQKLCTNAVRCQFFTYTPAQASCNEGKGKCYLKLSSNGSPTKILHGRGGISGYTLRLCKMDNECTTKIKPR
Target sequence (P03951 388-625 limits assumed): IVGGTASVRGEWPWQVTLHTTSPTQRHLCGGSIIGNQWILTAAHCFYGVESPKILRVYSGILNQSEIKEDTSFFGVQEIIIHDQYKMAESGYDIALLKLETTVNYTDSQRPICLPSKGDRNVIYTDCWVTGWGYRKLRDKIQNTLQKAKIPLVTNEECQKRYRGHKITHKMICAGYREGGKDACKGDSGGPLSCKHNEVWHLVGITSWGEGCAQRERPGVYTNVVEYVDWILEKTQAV
hK5 inh – kallikrein 5 (human) inhibition; hit rate 0.59% among 210,000; inhibition, % at 5 µM; recombinant hK5, fluorogenic AMC substrate cleavage; Q9Y337;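 active = inhibition of 40% or more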;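 also: 0% = enzyme controls without compound and 100% = no-enzyme blanks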
Target sequence (Q9Y337 67-293 limits assumed): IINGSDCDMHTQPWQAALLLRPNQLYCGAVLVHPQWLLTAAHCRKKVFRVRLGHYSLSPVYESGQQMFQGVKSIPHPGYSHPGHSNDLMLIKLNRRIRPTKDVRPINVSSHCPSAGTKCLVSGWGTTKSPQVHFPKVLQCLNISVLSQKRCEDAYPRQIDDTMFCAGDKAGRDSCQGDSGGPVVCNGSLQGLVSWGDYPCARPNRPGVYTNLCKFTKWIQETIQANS
Wee1 degr inh – inhibitors of human Wee1 degradation. P30291. HeLa Luc-Wee1K328M stability, luciferase luminescence; 100% = proteasome inhibitor MG132 effect. reporter increase, % at 5 µM. hit rate 1.2% among 220,000. AID 1321;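 active = activation above the mean of all tested compounds plus 3 SD, set per screening run, cut at about 8.8% in these data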;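 also: cells exposed to compound for 20 h before luminescence read; 0% = DMSO alone and 100% = MG132 at 30 µM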
* hit, by the source's call; . = not tested or not shown; [ ] = another dose, or the depositor's remark.

SMILES	Runt-SMMHC FRET	14-3-3 Bad PPI	Thrombin inh	Runt-CBFb FRET	FXIIa inh 1536	Hck Nef HTS	FXIa inh	hK5 inh	Wee1 degr inh
CCN(CC)S(=O)(=O)c1ccc2nc(NC(=O)c3cccs3)sc2c1	0	-10	3	-1	18	5	6	-3	0
CCc1ccc(Nc2nnc(SCc3cc(=O)n4ccsc4n3)s2)cc1	-2	-8	4	-2	15	0	4	-5	5
CC1=[N+](CC(=O)c2ccccc2)CCn2cccc21	-39	-1	-8	-16	5	19	-2	-3	-1
O=C(NCc1cccs1)C1CCCN(c2ncccn2)C1 (stereo not drawn)	-3	6	0	0	15	0	3	3	-2
CC(NS(=O)(=O)c1ccc(CCC(=O)NCc2cccnc2)cc1)c1ccccc1 (stereo not drawn)	-2	-8[fluorescence artefact?]	-13	1	4	-20	-3	-25	0
Cc1ccc(Oc2cc(C#N)c(C#N)cc2-n2nnc3ccccc32)cc1C	-1	8[fluorescence artefact?]	-4	-2	8	-2	-23	11	-2
Cc1ccc(/C=C/C(=O)CCC(=O)O)cc1	0	7	-2	0	7	0	-2	.	4
O=C(O)c1ccc(-c2nc3ccccc3s2)o1	3	4	-1	4	6	-4	-1	-2	0
O=C(COc1ccccc1)Nc1ccc(NC(=O)c2ccco2)cc1	2	1	-1	-2	10	12	6	-1	-2
COc1ccc(N2CCCn3c2nc2c3c(=O)n(CCCc3ccccc3)c(=O)n2C)cc1	.	-7	-9	.	9	0	-10	-10	-2
CCSC1=C(C#N)C(c2ccccc2Cl)C(C(=O)c2cccs2)C(O)(C(F)(F)F)N1 (stereo not drawn)	3	17[fluorescence artefact?]	-5	-1	21	1	4	-5	3
C#CCN1C(=O)C2C(C(=O)NC)C3C=CC2(O3)C1C(=O)NCc1ccc(OC)cc1 (stereo not drawn)	1	-1	3	0	15	1	6	6	-1
CNC(=O)/C(C#N)=C/c1c(N(Cc2ccccc2)Cc2ccccc2)nc2ccccn2c1=O	90*	-7	0	63*	9	0	5	-3	-2
Cc1ccc(Cl)cc1N1CCN(C(=O)C(=O)N2CCCCC2)CC1	4	-6	-4	2	-2	-16	-8	-13	2
N=C1SC(CC(=O)Nc2ccccc2[N+](=O)[O-])C(=O)N1c1ccccc1 (stereo not drawn)	2	3	2	0	13	23	3	6	2
Oc1ccccc1-c1nc(N2CCCC2)c2ccccc2n1	1	-6[fluorescence artefact?]	0	-4	15	1	-1	-1	0
CCCS(=O)(=O)N1CCC(C(=O)NCCN2CCCC2)CC1	0	8[fluorescence artefact?]	-7	1	8	17	-24	3	-1
Cc1cc(C(=O)CSc2nnc(-c3cccnc3)n2-c2ccccc2F)c(C)n1C	.	-13	2	.	6	2	2	-8	0
CCOc1ccc(CNC(=S)N/N=C\c2ccc([N+](=O)[O-])cc2)cc1	-4	11	9	0	19	0	2	18	1
O=C(CCn1c(=S)[nH]c2ccccc2c1=O)NCCCN1CCOCC1	2	-20[fluorescence artefact?]	-2	-3	15	0	-1	-9	0

The final two records of the section above open the next one:
SMILES	Runt-SMMHC FRET	14-3-3 Bad PPI	Thrombin inh	Runt-CBFb FRET	FXIIa inh 1536	Hck Nef HTS	FXIa inh	hK5 inh	Wee1 degr inh
CCOc1ccc(CNC(=S)N/N=C\c2ccc([N+](=O)[O-])cc2)cc1	-4	11	9	0	19	0	2	18	1
O=C(CCn1c(=S)[nH]c2ccccc2c1=O)NCCCN1CCOCC1	2	-20[fluorescence artefact?]	-2	-3	15	0	-1	-9	0
COc1ccc(OCCCC(=O)NCCc2ccc(OC)c(OC)c2)cc1	5	17	11	-2	11	-1	5	33	5
CCOc1c2ccc(C(=O)NCc3ccccc3OC)cc2nn1CC	4	-1	-6	0	5	1	-8	-25	0
CC(=O)Nc1ccc(S(=O)(=O)N2CCN(c3cc(C(F)(F)F)ccn3)CC2)cc1	-3	-9	2	56*	6	10	2	-3	6
CC1(C)CC(=O)c2c(oc3ccc(NS(=O)(=O)c4ccc(C(=O)O)cc4)cc23)C1	-1	-22	5	2	6	24	10	1	-2
O=C(O)c1cccc(N2C(=O)C3CC=CCC3C2=O)c1 (stereo not drawn)	5	1	2	1	8	8	6	-4	2
COc1cc(OC)cc(C(=O)N2CCC(C(=O)Nc3ccc4c(c3)OCCO4)CC2)c1	-1	-6[fluorescence artefact?]	-2	0	8	2	6	-5	-1
CCCN(C(=O)CSc1nc2c(cnn2-c2ccccc2)c(=O)[nH]1)C1CCS(=O)(=O)C1 (stereo not drawn)	2	1	1	-3	13	16	3	-9	1
CCOC(=O)CNC(=O)CSc1ncnc2c1cnn2-c1ccccc1	1	-7	3	0	21	1	3	-7	-1
CC(=O)Nc1cc(NC(C)=O)cc(C(=O)OCC(=O)N2CC(C)OC(C)C2)c1 (stereo not drawn)	-3	-6[fluorescence artefact?]	0	2	16	-1	0	-8	0
COc1ccccc1N1CCN(C(=O)c2cc(-c3ccc(Cl)c(Cl)c3)on2)CC1	-6	3	-4	-4	7	4	19	0	-3
Oc1[nH]c2ccccc2c1C=Nc1ccc2c(c1)OCCO2	5	-8[fluorescence artefact?]	-5	0	7	12	-1	16	0
Cc1cc(F)c(F)c(C(=O)N2CCCCC2C)c1Cl (stereo not drawn)	-4	-7	4	3	12	25	4	3	7
CCn1cc(Cl)c(C(=O)NNC(=O)CCn2nc(C)c([N+](=O)[O-])c2C)n1	-3	3	-5	1	15	2	5	-6	1
C=CCNC(=S)NNC(=O)C(CCCC)CC(C)O (stereo not drawn)	-1	1	-1	-1	14	1	2	0	2
CC1CCCCC1NS(=O)(=O)c1ccc(S(=O)(=O)N2CCN(CCC#N)CC2)cc1 (stereo not drawn)	-2	3	-2	-2	10	3	4	-13	-1
N#CCCN(CCC#N)C(=O)COc1ccc(Cl)cc1Cl	3	11[fluorescence artefact?]	-5	0	3	-11	0	9	-2
Cc1cccc(-n2nnc(C(=O)Nc3ccc(F)cc3)c2N)c1	-6	29	-13	2	15	0	2	-24	6
O=C(NCCCN1CCCC1=O)NC12CC3CC(CC(C3)C1)C2	-1	-4[fluorescence artefact?]	-7	-1	9	3	5	-7	-1
Cc1onc(-c2ccccc2)c1C(=O)NNC(=S)NC(=O)c1ccc2c(c1)OCO2	0	-8	2	8	13	7	-5	-25	-1
CCN1CNC(=S)N(c2cccc(C)c2)C1	-5	-3	-7	1	6	3	7	-5	0
O=C1OC(/C(=C\Nc2ccc(F)cc2F)[N+](=O)[O-])c2ccccc21 (stereo not drawn)	8	-12	2	13	9	2	3	14	-3
CCN(C(=O)CC(C)C)c1nnc(Cn2nnc3ccccc32)s1	-3	1	.	1	14	18	15	-2	-1
CCOc1ccccc1C(=O)NN1C(=O)C2CCCCC2C1=O (stereo not drawn)	0	5[fluorescence artefact?]	2	-1	10	-3	6	-12	2
C/C(N)=C(\C#N)C(=O)NCCc1ccccn1	0	34[fluorescence artefact?]	-7	1	8	-1	1	-23	-1
O=C(Nc1cccnc1Cl)c1cc(-c2ccco2)on1	-5	-9[fluorescence artefact?]	3	-1	20	-2	2	-7	-1
COC(=O)CSc1nnc(-c2ccc(OC)c(OC)c2)o1	0	-5	-9	0	1	24	-4	9	2
Cc1ccc(C(=O)n2nc(-c3ccccc3)nc2NCc2ccco2)cc1	1	-1[fluorescence artefact?]	12	-1	12	-1	5	11	3
Cc1ccc(C(=O)NCCn2c(N)c(C#N)c3nc4ccccc4nc32)cc1	79*	-2[fluorescence artefact?]	-12	98*	-14	15	-12	-62	6
C=CCn1c(SCC(=O)Nc2cc(C)c(Cl)cc2OC)nnc1-c1ccco1	-4	-2	-8	-2	-2	-2	0	-26	0
CCc1ccc(CCC(=O)Nc2sc(C)c(C)c2C(=O)OC)o1	-3	-18[fluorescence artefact?]	-8	0	-9	8	-8	-15	-2

Three neighbouring entries out of the list so far, quoted:
SMILES	Runt-SMMHC FRET	14-3-3 Bad PPI	Thrombin inh	Runt-CBFb FRET	FXIIa inh 1536	Hck Nef HTS	FXIa inh	hK5 inh	Wee1 degr inh
COC(=O)CSc1nnc(-c2ccc(OC)c(OC)c2)o1	0	-5	-9	0	1	24	-4	9	2
Cc1ccc(C(=O)n2nc(-c3ccccc3)nc2NCc2ccco2)cc1	1	-1[fluorescence artefact?]	12	-1	12	-1	5	11	3
Cc1ccc(C(=O)NCCn2c(N)c(C#N)c3nc4ccccc4nc32)cc1	79*	-2[fluorescence artefact?]	-12	98*	-14	15	-12	-62	6

Next part.
SMILES	Runt-SMMHC FRET	14-3-3 Bad PPI	Thrombin inh	Runt-CBFb FRET	FXIIa inh 1536	Hck Nef HTS	FXIa inh	hK5 inh	Wee1 degr inh
CCN(CC)S(=O)(=O)c1ccc(Cl)c(NC(=O)c2cc(Cl)cc(Cl)c2)c1	-12	-4	-6	-5	8	3	4	-17	-1
CCC(CC)C(=O)c1c[nH]c(C(=O)NCCCN2CCOCC2)c1	4	0	-8	-3	0	1	-6	16	-3
COc1ccccc1NC(=O)c1nn(-c2ccc(F)c(F)c2)ccc1=O	-2	0	6	-3	18	0	7	18	2
C=CCNC(=O)c1onc(CSc2cccc(Cl)c2)c1C(=O)O	-1	51	-6	-1	1	1	-6	-32	6
C=CCn1c(=O)c2c3c(sc2n2c(Nc4ccc(C(=O)OCC)cc4)nnc12)CCCC3	-8	5	7	-4	15	2	0	-1	8
CCOc1ccc(NCCC#N)cc1	4	-6	1	-2	8	2	-2	-15	-1
COC(=O)c1sccc1NC(=O)Nc1ccc(Cl)c(Cl)c1	-5	8	-10	5	10	1	-2	0	3
CN(C)c1ccc(/C=N/NC(=O)CCCO)cc1	3	-10	10	-2	9	18	-1	-4	1
CC(C)COP(=O)(c1ccc(N(C)C)cc1)C(O)c1ccncc1 (stereo not drawn)	-1	1	-5	2	13	1	0	-1	0
CCC(Sc1ccc2nnc(-c3cccnc3)n2n1)C(=O)OC (stereo not drawn)	0	-11	-6	2	6	17	-3	-4	2
CC(C)(C)C(=O)/C(C#N)=C/c1ccc(O)cc1	12	-2	3	1	1	19	-2	-3	-3
O=C1C=C(NCC2CCCO2)CC(c2ccccc2)C1 (stereo not drawn)	0	6	-7	-1	1	1	4	-21	-1
CCOc1ccc2[nH]c3c(=O)n(CCc4ccc(OC)cc4)cnc3c2c1	6	35	0	4	8	36	0	0	4
CCOC(=O)c1[nH]c(C)c(C(=O)NCc2cccnc2)c1C	-5	2	2	2	28	0	21	-20	1
Cc1cc(Oc2ccc(=O)n(C)n2)nc(Oc2ccc(=O)[nH]n2)n1	0	-2[fluorescence artefact?]	4	-4	16	1	4	-5	-1
Cc1cccc2cncc(OCc3nnc(SC(F)F)n3C)c12	2	-3	-6	-1	8	24	-1	0	3
Cc1cccc(COCC(CC(C)C)N2CCN(C(=O)c3ccc(C(F)(F)F)cc3)CCC2=O)c1 (stereo not drawn)	-7	5[fluorescence artefact?]	19	-15	15	-8	5	1	7
Cn1cc(SCC(=O)N2CCOCC2)c2ccccc21	-4	1	-2	-1	10	-1	3	-16	-2
COc1cc(C(=O)NNC(=S)NC(=O)c2ccc(Cl)cc2)cc(OC)c1OC	13	-7	6	9	13	9	6	-80	0
